A340 absorber – compound light absorbance at 340 nm, profiling panel, artefact control, biochemical, MLSMR library, data from PS, PMK, MK assays; fold change at 10 µM; compound absorbance at 340 nm, fold over control; 65,000 tested, under 10 active;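 active = at 10 µM dose, initial 340 nm absorbance at least 2 fold that of control wells; inactive = change under 2 fold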;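 note: initial absorbance extrapolated from kinetic A340 decline of NADH oxidation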
Hsp90 block – tumor Hsp90 inhibitors, primary screen, cell lysate, fluorescence polarization, NCI-N417 lysate; inhibition, % at 30 µM; actives 0.35% (n = 64,000); Heat shock protein HSP 90-alpha (Homo sapiens), P07900; Cy3B-geldanamycin FP displacement;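 active = inhibition above 50%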;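 note: 0% = tracer plus lysate wells and 100% = tracer alone without lysate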
DUSP1 inh – MKP-1 phosphatase inhibitors, primary screen, biochemical, in vitro; inhibition, %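 (compounds tested at a single concentration somewhere between 10 and 100 µM)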; recombinant MKP-1, OMFP hydrolysis fluorescence; actives 0.15% (n = 65,000); Dual specificity protein phosphatase 1 (Homo sapiens), P28562;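 active = inhibition above about 50%, limit read from the data; inconclusive = inhibition over screen mean plus 3 SD, below that limit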;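 note: 0% = DMSO max control wells and 100% = wells with enzyme stopped by NaOH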
Cdc25B inh – inhibitors of Cdc25B phosphatase catalytic domain, primary screen, biochemical, OMFP fluorescence; inhibition, %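 (compounds tested at 10 µM final in the well)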; actives 0.1% (n = 65,000); M-phase inducer phosphatase 2 (Homo sapiens), P30305; recombinant Cdc25B, OMFP fluorescence Ex485/Em525; AID 368, 2006; in the data active = inhibition above about 50%
AP ELISA ortho – alternative complement pathway inhibitors, primary screen, biochemical, ELISA, human serum, orthogonally pooled compounds. LPS-coated ELISA, C3 deposition; tested in compound mixtures. inhibition, % at 5 µM. actives 0.08% (n = 62,000). AID 1235, 2008;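 active = inhibition above 30% in each of the two pooled mixtures holding the compound, so the lower value exceeds 30%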;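 note: 0% = serum in Mg-EGTA without compound and 100% = EDTA serum blank; some compounds past the cut are filed as inactive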
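Assay system: human serum alternative complement pathway, C3 deposition on LPS-coated wells; Dosing: 5 µM per compound in ten-compound mixtures; Detection: Anti-C3 ELISA, OD 450 nm; Buffer or medium: Mg2+-EGTA GVB++ buffer containing human serum at 1:15 dilution; Timing: 1 h at 37 °C; Replication: two different pools per compound.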
JNK3 inh – JNK3 kinase activity inhibitors, primary screen, biochemical, human, purified enzyme | Mitogen-activated protein kinase 10 (Homo sapiens), P53779 | HTS | inhibition, % at 8 µM | actives 0.61% (n = 60,000); in the data active = inhibition above about 17%;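 note: 0% = DMSO and 100% = reference inhibitor; many of its hits are not listed in these tables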
Target sequence (P53779 whole entry, looked up): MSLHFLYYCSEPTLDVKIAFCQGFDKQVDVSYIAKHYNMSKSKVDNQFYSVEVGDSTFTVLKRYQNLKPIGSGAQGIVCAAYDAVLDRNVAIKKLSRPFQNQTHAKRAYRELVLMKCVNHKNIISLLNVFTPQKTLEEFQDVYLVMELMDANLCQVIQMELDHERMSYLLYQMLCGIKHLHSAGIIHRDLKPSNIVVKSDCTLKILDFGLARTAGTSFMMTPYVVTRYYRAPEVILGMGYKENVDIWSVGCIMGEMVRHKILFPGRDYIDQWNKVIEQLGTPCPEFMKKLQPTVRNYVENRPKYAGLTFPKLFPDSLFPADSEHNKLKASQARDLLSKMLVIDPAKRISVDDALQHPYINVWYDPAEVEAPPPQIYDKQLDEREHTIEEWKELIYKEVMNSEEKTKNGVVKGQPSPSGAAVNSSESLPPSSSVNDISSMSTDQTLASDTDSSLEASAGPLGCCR
FXIa inh mix – FXIa protease inhibitors in compound pools, primary screen, biochemical, 10-compound mixtures | actives 0.19% (n = 62,000) | purified FXIa, fluorogenic substrate, pooled mixtures | inhibition, % at 5 µM;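 note: each value is inhibition by a whole ten-compound pool holding the compound; 0% = enzyme with no mixture and 100% = wells lacking enzyme; strong numbers were not always called active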
FXIIa mix inh – human factor XIIa inhibitors, primary screen, biochemical, pooled compound mixtures, fluorogenic substrate; Coagulation factor XII (Homo sapiens), P00748; purified FXIIa; inhibition, % at 5 µM; actives 0.2% (n = 62,000);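 note: 0% = enzyme without compound and 100% = no enzyme blank; some results filed as inactive read as strong as hits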
Target sequence (P00748 20-372 limits assumed): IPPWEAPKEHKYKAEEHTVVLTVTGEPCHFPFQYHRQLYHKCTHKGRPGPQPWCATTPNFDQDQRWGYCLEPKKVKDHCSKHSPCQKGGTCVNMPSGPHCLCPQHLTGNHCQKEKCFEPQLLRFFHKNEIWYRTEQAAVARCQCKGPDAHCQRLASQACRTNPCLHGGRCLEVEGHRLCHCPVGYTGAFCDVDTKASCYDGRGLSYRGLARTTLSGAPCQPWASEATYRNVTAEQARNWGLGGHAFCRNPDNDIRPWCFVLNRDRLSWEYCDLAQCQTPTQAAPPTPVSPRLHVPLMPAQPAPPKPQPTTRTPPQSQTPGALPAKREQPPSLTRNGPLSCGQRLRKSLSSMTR
Target sequence (P00748 373-615 limits assumed): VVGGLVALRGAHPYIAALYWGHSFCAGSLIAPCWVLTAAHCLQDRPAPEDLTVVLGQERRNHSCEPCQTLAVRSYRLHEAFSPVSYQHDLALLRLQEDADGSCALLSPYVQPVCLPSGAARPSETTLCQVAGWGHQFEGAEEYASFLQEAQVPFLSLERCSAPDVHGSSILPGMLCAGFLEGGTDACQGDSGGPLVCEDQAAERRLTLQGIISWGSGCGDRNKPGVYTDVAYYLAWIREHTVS
MMP-13 inhibitor – human MMP13 inhibitors, primary screen, biochemical, FRET peptide cleavage; Collagenase 3 (Homo sapiens), P45452; MMP-13 fTHP FRET cleavage, Mca fluorescence; inhibition, % at 4 µM; actives 0.07% (n = 65,000); AID 570, 2006;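 active = inhibition above the mean of compound-free control plate wells plus 3 SD, cut at about 14% in these data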;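 note: 0% = DMSO wells and 100% = wells with reference MMP-13 inhibitor after basal subtraction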
* = called active by the depositor; i = inactive; u = inconclusive; x = not tested or not shown; [ ] = another dose, or the depositor's remark. Cut-off read from the data, not from the text of the source, unless noted: active = inhibition above about 20% (passing the limit was not always enough); inactive = the rest. No enrichment for hits (roughly 1.5% active in at least one column).

SMILES | A340 absorber | Hsp90 block | DUSP1 inh | Cdc25B inh | AP ELISA ortho | JNK3 inh | FXIa inh mix | FXIIa mix inh | MMP-13 inhibitor
Cc1c(C(=O)Nc2ccc3c(c2)OCCO3)sc2nc(-c3ccccc3)cn12 | 1.1 | -3 | 29 | -42 | x | 2 | x | x | 0
CCOC(=O)N1CCC(n2c(=S)[nH]c3cc(OCC)c(OCC)cc3c2=O)CC1 | 1.1 | 0 | 4 | -24 | 3 | x | 1 | -49 | 6
Cn1c(=N)n(CC(=O)O)c2ccccc21 | 1 | 0 | 8 | 4 | 3 | -1 | 0 | 2 | 2
COc1ccccc1N1C(=O)CCC1(C#N)c1ccccc1 (stereo not given) | 1 | -1 | 6 | -9 | 2 | -1 | 1 | -10 | 0
Cc1occc1C(=O)Nc1nnc(C(F)(F)F)s1 | 1.1 | -6 | 7 | 2 | -1 | 2 | 5 | -11 | 2
CCc1cc2c(=O)c(Oc3ccccc3F)c(C)oc2c(CN(C)C)c1O | 1.2 | -2 | 6 | -4 | 9 | 3 | -8 | 0 | i[fluorescence artefact?]
COc1ccc(OC)c(CNC(=O)C2CCCN(C(=O)N(C)C)C2)c1 (stereo not given) | 1 | 1 | 3 | -6 | 18 | -1 | 2 | -1 | 1
CCn1cc(SCC(=O)Nc2cc(C)on2)c2ccccc21 | 1 | -2 | -9 | -8 | 5 | 3 | 18 | -4 | 0
CC1NC2(C(=O)N(Cc3ccccc3)c3ccccc32)C2C(=O)N(c3ccccc3)C(=O)C12 (stereo not given) | 0.97 | -1 | 5 | -1 | 6 | 2 | -34 | -3 | 1
Cc1ccc(N2C(=O)c3ccc(N)cc3C2=O)cc1C | 1 | 0 | -22 | -8 | 0 | 6 | 3 | 41 | 2
CCCN(CCC)S(=O)(=O)c1ccc(C(=O)Nc2nnc(-c3cc(OC)cc(OC)c3)o2)cc1 | 1 | -1 | 30 | 9 | 15 | 1 | 1 | 6 | 2
Cc1ccc([C@@H]2C3COCC=C3C(C#N)=C(N)C2(C#N)C#N)o1 (stereo not given in full) | 1 | -1 | 13 | -3 | 5 | 7 | 7 | 2 | -13
Cc1cc(NC(=O)c2cc(-c3ccccn3)nc3ccccc23)no1 | 1.1 | -5 | 15 | 1 | -1 | -1 | 4 | 0 | 1
CCCCC(c1nnnn1C1CCCC1)N1CCN(C2CCCCC2)CC1 (stereo not given) | 0.98 | -5 | -20 | -7 | 7 | -2 | 5 | 3 | -6
O=C(NCc1ccco1)c1cc(-c2ccncc2)nc2ccccc12 | 1.1 | -5 | -10 | -2 | 14 | -9 | 4 | 1 | -6
Cc1cccc(N=C2NC(=O)CS2)c1C | 0.96 | -11 | -7 | 2 | 4 | 1 | 0 | 11 | -3
CCC(C(=O)N1CCN(c2cccc(Cl)c2)CC1)c1ccccc1 (stereo not given) | 1 | 4 | -3 | -5 | 5 | 0 | 8 | 5 | 3
CCC(CCC(=O)Nc1cccc(C(=O)O)c1)C(=O)O (stereo not given) | 0.99 | 0 | -6 | -2 | 9 | -1 | 12 | 4 | 0
COCC(C)NCc1ccccc1C (stereo not given) | 1 | 1 | 15 | -1 | 9 | 3 | 9 | -17 | 2
CN1CCN(C(=O)c2ccc(N(Cc3ccccc3Cl)S(C)(=O)=O)cc2)CC1 | 1 | 1 | 29 | 2 | 11 | x | 9 | 8 | 11
CC12CCC(C(=O)Nc3cccc(NC(=O)C45CCC(C)(C(=O)O4)C5(C)C)n3)(OC1=O)C2(C)C | 1 | -16 | 18 | -6 | -12 | -3 | -3 | -5 | 4
COc1ccc(C2CCCN2C(=O)Nc2ccc(F)cc2)cc1OC (stereo not given) | 1 | -1 | 3 | -6 | 3 | -5 | 4 | -17 | 1
CN(C)c1ccc(CNC2CC(C)(C)NC(C)(C)C2)cc1 | 1 | -1 | -3 | -5 | -11 | -8 | 1 | -4 | 3
CCOP(=O)(c1c(F)c(F)c(F)c(F)c1F)C1(O)CCCCC1 (stereo not given) | 1 | 0 | -11 | -1 | 9 | -3 | 0 | -3 | 2
COC(=O)CN(c1nc(C)cc(OC)n1)S(=O)(=O)c1ccccc1 | 1 | -2 | -16 | -21 | x | 6 | x | x | 5
Cc1cc(S(=O)(=O)N(Cc2ccccc2)Cc2ccc(N(C)C)cc2)ccc1-n1cnnn1 | 0.99 | -10 | 6 | -3 | 0 | -3 | 14 | 2 | -8
Cc1noc(/C=C/N(C)C)c1S(=O)(=O)N1CCCC(C(=O)NC2CCCCC2)C1 (stereo not given) | 1.1 | -2 | 5 | 2 | 14 | 9 | 9 | -15 | 2
CC(C)NC(=O)N1CCOCCOCCN(C(=O)NC(C)C)CCOCCOCC1 | 1 | 0 | -11 | -6 | x | 1 | x | x | 5
COc1ccc(-n2c3c(cc(C(=O)N4CCCCC4)c2=O)C(=O)CC(C)(C)C3)cc1 | 1.1 | 1 | 12 | -4 | 10 | -2 | 13 | 3 | 7
COc1ccc(N(CC(=O)NC(C)(C)C)C(=O)c2ccco2)cc1 | 1 | 2 | 23 | 3 | 1 | 8 | 3 | 5 | 1
CCOC(=O)Nc1ccccc1C(=O)N1CCOCC1 | 1.1 | -3 | 9 | -8 | 8 | 5 | 5 | 14 | -6
O=C(NCc1cccnc1)C1CCN(S(=O)(=O)N2CCOCC2)CC1 | 1 | -1 | 2 | -1 | 24 | -4 | 9 | 7 | 5
CC(C)N(Cc1nc2ccccc2[nH]1)C(C)C | 0.98 | 0 | 7 | -9 | 7 | -2 | 6 | -26 | -4
c1ccc2c(c1)OCC(c1csc3ncnc(N4CCOCC4)c13)O2 (stereo not given) | 1 | -4 | 4 | -16 | 5 | -5 | 4 | 2 | 3
CCOC(=O)C1C(=O)Oc2ccc3ccccc3c2C1C1CCOC1=O (stereo not given) | 1 | -2 | -7 | -1 | 1 | -4 | 9 | 8 | 4
Cc1cc(C)cc(NC(=O)C2CCCN(S(=O)(=O)c3cnc[nH]3)C2)c1 (stereo not given) | 0.99 | -3 | -5 | -6 | 9 | -5 | 4 | 8 | 4

2 records drawn at random from those above:
SMILES | A340 absorber | Hsp90 block | DUSP1 inh | Cdc25B inh | AP ELISA ortho | JNK3 inh | FXIa inh mix | FXIIa mix inh | MMP-13 inhibitor
COc1ccc(N(CC(=O)NC(C)(C)C)C(=O)c2ccco2)cc1 | 1 | 2 | 23 | 3 | 1 | 8 | 3 | 5 | 1
CCOC(=O)C1C(=O)Oc2ccc3ccccc3c2C1C1CCOC1=O (stereo not given) | 1 | -2 | -7 | -1 | 1 | -4 | 9 | 8 | 4

Next part:
SMILES | A340 absorber | Hsp90 block | DUSP1 inh | Cdc25B inh | AP ELISA ortho | JNK3 inh | FXIa inh mix | FXIIa mix inh | MMP-13 inhibitor
CCOC(=O)N1CCC(NC(=O)CS(=O)(=O)Cc2nc(-c3ccccc3C)oc2C)CC1 | 0.99 | 0 | -7 | -7 | 4 | -4 | 0 | -15 | 5
Cc1nc2ccccc2c(=O)n1CCCO | 1 | x | 10 | -5 | 13 | x | -3 | 0 | 6
CCC(C)Cn1c(C)nc2ccccc21 (stereo not given) | 1.1 | 3 | -3 | -14 | 21 | 9 | 4 | 5 | -6
Nc1c(N2CCOCC2)cc(Cl)c2nonc12 | 0.99 | -5 | -15 | -5 | -10 | -3 | 2 | 11 | 4
c1ccc(-c2noc(CN3CCN(C(c4ccccc4)c4ccccc4)CC3)n2)cc1 | 1 | -3 | 2 | -18 | 5 | 4 | 8 | 0 | 0
O=C(c1ccc2c(c1)N(Cc1ccc(F)cc1)C(=O)CS2)N1CCOCC1 | 1 | -1 | 36 | -4 | 6 | x | 8 | -16 | 1
Cc1ccc(NC(=O)CC2Oc3ccc(C)cc3NC2=O)cc1 (stereo not given) | 1 | -4 | -6 | -3 | 20 | 0 | 6 | 5 | 6
COc1cc(-c2nnc(COc3ccc4ccccc4c3)o2)cc(OC)c1OC | 1 | -4 | 9 | -20 | 10 | 5 | 0 | -11 | 2
CCOC(=O)NCCc1ccc(OC)cc1 | 1 | -2 | 0 | -2 | 9 | -3 | 7 | 6 | 4
CCOC(=O)c1oc2ccccc2c1NC(=O)Cc1cccs1 | 1 | -5 | -5 | -12 | 6 | 5 | 6 | 1 | 0
Cn1c(=O)[nH]c(=O)c2c1nc(CN1CCOCC1)n2CCc1ccccc1 | 1 | 0 | 9 | -6 | x | 5 | x | x | 1
COC(=O)c1ccccc1NC(=O)C1CCN(S(=O)(=O)c2cc(OC)ccc2OC)CC1 | 1 | -2 | 23 | -8 | 25 | 7 | 6 | 6 | -2
c1coc(-c2nnc(-c3ccc4c(c3)OCO4)o2)c1 | 1.1 | -5 | 8 | -1 | 18 | 5 | 1 | 6 | -202[fluorescence artefact?]
O=C(O)c1ccccc1-c1nc2ccccc2c(=O)[nH]1 | 1 | 2 | u | 6 | 6 | x | 9 | 13 | -1
Cc1ccc(S(=O)(=O)n2nc(-c3cccnc3)nc2N)cc1 | 1 | -1 | 28 | -9 | 9 | 0 | 5 | 15 | 4
CC1CN(C(=O)C2CCCN2S(=O)(=O)c2ccc(Cl)cc2)CC(C)O1 (stereo not given) | 1 | -3 | 3 | 6 | 5 | -2 | 1 | 4 | 1
COc1ccc(-c2nnc(SCC(=O)c3cccs3)o2)cc1 | 1.1 | x | 3 | -5 | 11 | x | 4 | -16 | 1
CCc1cccc(NC(=O)Cn2ncn3c(cc4ccccc43)c2=O)c1 | 1 | -4 | 6 | -4 | 12 | -5 | 12 | 2 | -6
CCOC(=O)c1[nH]c(=O)[nH]c1CSc1ccccn1 | 1 | -2 | -3 | -16 | 4 | 10 | 0 | -15 | -3
Cn1nnnc1SCCNC/C=C/c1ccccc1 | 1 | -6 | 2 | -4 | 4 | -8 | 13 | 6 | 0
CC1(C)CC2(CCCN3C(=O)CSC32)CCS1 (stereo not given) | 1 | 0 | -17 | -9 | -8 | 4 | -9 | 38 | 1
CC(=O)c1c(C)nc(-c2ccc(Cl)cc2)nc1N=CN(C)C | 1.1 | -1 | 7 | -11 | -3 | 1 | -2 | -15 | -4
Cc1cccc(N2C(=O)N(c3ccccc3C)C3CS(=O)(=O)CC32)c1 (stereo not given) | 1 | -3 | -6 | -2 | -2 | 2 | 5 | 1 | 0
C=CCn1c(NC(=O)c2ccccc2)c(C#N)c2nc3ccccc3nc21 | 1.1 | 63* | 36 | 25 | 20 | 0 | -1 | 10 | -78
Cc1cc(C)n(-c2cccc3cccnc23)n1 | 1.1 | 0 | 1 | 6 | 13 | 6 | 8 | 9 | -8
O=C(c1ccc(COc2ccc(Cl)cc2)o1)N1CCN(Cc2ccc3c(c2)OCO3)CC1 | 1 | -2 | 12 | -14 | 10 | 3 | 12 | 0 | 4
OCc1nnn(-c2cccc(C(F)(F)F)c2)c1CO | 1 | 1 | 0 | 7 | 9 | 1 | 1 | 9 | -3
O=C(NCc1ccco1)C1CCCN(S(=O)(=O)c2cnc[nH]2)C1 (stereo not given) | 1.1 | -7 | 4 | -18 | 10 | -1 | 2 | 3 | -1
Cc1ccccc1Nc1nc(N)nc(COC(=O)CCS(=O)(=O)c2ccccc2)n1 | 0.96 | -3 | -2 | -6 | 11 | 1 | 8 | 3 | 4

Compound activity from PubChem.
